Source: PubChem
MCF10A rerep: DNA re-replication induction in MCF 10a cells; AID 624296; 2.9% of 350,000 active; Potency, µM (highest dose often 46.1 µM), inactives show at the top dose activity, positive = re-replication, most hits filed as activators; MCF 10A DNA re-replication, Hoechst nuclear intensity, 48 h; also: potency is read from the fitted curve at half-maximal effect; % of control where 0% means no effect; nearly all actives have a fitted effect of over 50% in size
IL-1B inflam inh: inhibitors of inflammasome signaling (IL-1 beta secretion). THP-1 LPS/ATP IL-1B secretion, AlphaLISA, 16 h; active compounds read low. activity change, % at 57.5 µM. 4.7% of 360,000 active. AID 743279; in the data active = activity change below about -50%; inconclusive = mostly about -30% to -49%; also: % is scaled to controls: 0 for no effect and ±100 for the full control effect
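THP-1 cells pretreated 1 hr with compounds (up to 57.5 uM final), then stimulated with LPS (250 ng/mL final) plus ATP (1.25 mM final); secreted IL-1B measured by AlphaLISA after 16 hr, decreased signal indicating inhibition.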
HT1080NT lethal: kills 2HG-producing HT-1080-NT fibrosarcoma cells; HT-1080-NT fibrosarcoma viability, CellTiter-Glo ATP luminescence, 48 h; Potency, µM (highest dose often 46.1 µM), without a hit: top-dose activity, negative = less viability, usual class: cytotoxic; 1.6% of 360,000 active; AID 686970;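 also: NT is the 2HG producing partner of a matched IDH1 knockdown line; potency is read from the fitted curve at half-maximal effect; 0% = DMSO-treated cells and -100% = media-only wells without cells; nearly all actives have a fitted effect of over 55% in size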
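750 cells/well, RPMI + 5% FBS; 2 h settle, compound pin-transfer, 48 h at 37 degrees C. CellTiter-Glo 10 min RT, luminescence. Normalized to DMSO and media-only wells.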
ATXN viability: cell viability loss in ATXN counter-screen | S2 cells (HEK-293 line with an ATXN2-luciferase reporter) viability, CellTiter-Fluor protease fluorescence, 24 h | Potency, µM (highest dose often 56.7 µM), actives largely listed as cytotoxic | 0.49% of 400,000 active; also: potency is read from the fitted curve at half-maximal effect; nearly all actives have a fitted effect of over 40% in size
ATXN2 expr inh: inhibitors of ATXN2 expression; HEK-293 ATXN2-luciferase reporter, luminescence, 24 h; Potency, µM (series often up to 57 µM), for the others: top-dose activity change, negative = inhibition, usual class: inhibitors; 0.72% of 360,000 active; also: potency is read from the fitted curve at half-maximal effect; % is scaled to controls: 0 for no effect and ±100 for the full control effect; nearly all actives have a fitted effect of over 55% in size
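ATXN2-luciferase reporter cells (luciferase flanked by upstream and downstream ATXN2 gene portions) were treated 24 h at 37 °C with compounds at up to 57 uM. SteadyGlo luminescence gave expression; GF-AFC fluorescence gave viability.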
KB-V1 cytotox: kills drug-selected multidrug resistant KB-V1 cells | 3.4% of 400,000 active | Potency, µM (series often up to 46.1 µM), inactives show top-dose activity change, negative = cytotoxicity, actives largely listed as cytotoxic | AID 1347076 | KB-V1 MDR cells viability, CellTiter-Glo, 72 h; also: potency is read from the fitted curve at half-maximal effect; % is scaled to controls: 0 for no effect and ±100 for the full control effect; nearly all actives have a fitted effect of over 60% in size
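Compound-treated KB-V1 multidrug-resistant cells, 72 h, 37 degrees C; viability by CellTiter-Glo. Fitted qHTS curves give the values.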
KB-3-1 tox: KB-3-1 parental cell cytotoxicity. KB-3-1 viability, CellTiter-Glo ATP luminescence, 72 h. Potency, µM (top dose mostly 46.1 µM), for the others: at the top dose activity change, negative = cytotoxic, most hits filed as cytotoxic. 1.4% of 400,000 active; also: potency is read from the fitted curve at half-maximal effect; % is scaled to controls: 0 for no effect and ±100 for the full control effect; nearly all actives have a fitted effect of over 60% in size
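Cells are dispensed, compounds pinned in, plates held at 37 °C for 72 h, then CellTiter-Glo is added and luminescence read after 10 minutes. Cell line: parental KB-3-1 in phenol-red-free DMEM, 10% FBS.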
HT1080 IDH1KD tx: kills HT-1080 cells with IDH1 knockdown; 2% of 360,000 active; Potency, µM (doses to about 46.1 µM), inactives show top-dose activity, negative = toxicity, most hits filed as cytotoxic; HT-1080 IDH1 knockdown viability, ATP luminescence, 48 h; AID 686971;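 also: potency is read from the fitted curve at half-maximal effect; 0% = DMSO wells and -100% = cell-free medium wells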
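IDH1KD HT-1080 cells, 750/well, RPMI + 5% FBS; compound pinned after 2 h settling; 48 h, 37 °C; CellTiter-Glo luminescence; % activity normalised to DMSO and no-cell wells; curves fitted, classed by r2 and efficacy.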
SW480 rereplic: inducers of DNA re-replication in SW480 colon cancer cells; Potency, µM (highest dose often 46.1 µM), inactives show at the top dose re-replication activation, hits mostly activators; AID 624297; SW480 DNA re-replication, Hoechst DNA content imaging, 48 h; 1.8% of 340,000 active; also: potency is read from the fitted curve at half-maximal effect; % of control where 0% means no effect; nearly all actives have a fitted effect of over 55% in size
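Image-based DNA-content assay: after two days of treatment, nuclei were labelled with the DNA dye Hoechst and imaged, and hits were compounds raising the count of nuclei showing high fluorescence intensity.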
* marks the source's active call; other numbers are inactive results; i = inactive; ? = inconclusive; · = no result given; & = joins results of further samples; ! = a repeat was not active; [ ] = another dose, or the depositor's remark. Unless noted, calls follow the shape of the dose curve; as a rule, active = well fitted curve in the direction sought with a large enough effect; inconclusive = small, poorly fitted or top-dose-only effect, or another doubt; inactive = no such curve, though single readings can be large; an effect the other way counts as inactive or inconclusive.

| structure | MCF10A rerep | IL-1B inflam inh | HT1080NT lethal | ATXN viability | ATXN2 expr inh | KB-V1 cytotox | KB-3-1 tox | HT1080 IDH1KD tx | SW480 rereplic |
| --- | --- | --- | --- | --- | --- | --- | --- | --- | --- |
| OC(c1ccc(F)c(F)c1)c1nc(-c2cnc3ccccc3c2)cs1 (stereo not given) | · | 22 | ? | i | -9% | ? | ? | -28% | · |
| CC(C#N)(Nc1ccc(Cl)cc1)c1cccnc1 (stereo not given) | 6% | 8 | -18% | ? | ? | -4% | 1% | -24% | 0% |
| O=C(CSc1nnc(-c2cccnc2)n1Cc1ccco1)c1ccc(Cl)c(Cl)c1 | 8% | -19 | 4% | i | -6% | 5% | 3% | -9% | 0% |
| CCOC(=O)c1cn[nH]c1NC(=S)Nc1ccccc1 | -1% | 23 | 5% | ? | 84%[activator] | -9% | -5% | 13% | -2% |
| COc1ccc(-c2cc3ccccc3n2CC(O)CN2CCOCC2)cc1 (stereo not given) | ? | 0 | -4% | i | -3% | -3% | -23% | 0% | 0%[9.22 µM] |
| Cc1nn(-c2ccccc2)nc1CNC(=O)C1CC1 | -3% | 6 | 17% | i | 8% | 7% | 14% | 1% | -32% |
| Cc1ccc(NC(=O)Cn2c(=O)n(-c3ccc(CC(=O)NCC4CCCO4)cc3)c(=O)c3ccccc32)cc1 (stereo not given) | · | · | · | i | 14% | ? | 0% | · | · |
| CCN(CC)CCN1C(=O)Cn2c(C)c(C)c3cccc1c32 | 13%&-1% | -8&-8 | -3%&-28% | i | -10%&0% | ? | ? | ? | -5%&-4% |
| CC1(C)CC(=O)c2cc(C(=O)O)c(=O)n(-c3ccccc3)c2C1 | 15% | 26 | 8% | i | -19% | 17% | 5% | 2% | -2% |
| COC(=O)CNC(=O)CN(c1ccc(OC)cc1OC)S(=O)(=O)c1ccccc1 | -2% | -9 | -6% | i | 2% | -17% | 0% | 13% | 4% |
| CN1CCc2c(c3c(n2C)CCN(C)[C@@H]3c2cccnc2)[C@H]1c1cccnc1 | -1% | -2 | 3% | i | 6% | 3% | 3% | 9% | -7% |
| Cc1cccc(C(=O)NNC(=O)c2ccccc2Br)c1 | -5% | -9 | -2% | i | · | -4% | -1% | 1% | -3% |
| Cc1sc2ncnc(N3CCN(S(=O)(=O)c4ccc(Br)cc4)CC3)c2c1C | 3% | -12 | -4% | i | -14% | ? | ? | 10% | -8% |
| Cc1nc2cc(N3CCCCC3)c(NC(=O)c3cccnc3)cc2c(=O)n1Cc1ccccc1 | ? | 12 | -1% | i | -25% | -3% | 5% | -24% | -9% |
| CC(c1ccccc1)c1nnc(NC(=O)Nc2ccccc2)s1 (stereo not given) | 19% | 42 | -8% | i | 27% | -14% | -6% | -2% | ? |
| COc1ccc(S(=O)(=O)N(C)C[C@H]2OCc3cn(nn3)CCCC(=O)N([C@@H](C)CO)C[C@@H]2C)cc1 | · | -4 | 16% | i | -10% | 0% | 0% | 17% | · |
| Cc1cc(C)n(-c2ccc(F)cc2CN2CCN(C3CCCC3)C(CCO)C2)n1 (stereo not given) | 6% | -1 | -1% | i | -18% | 3% | 6% | 8% | -5% |
| O=C(c1ccccc1)N1N=C(c2ccccc2)CC1c1ccccc1O (stereo not given) | ? | -108* | 23µM* | i | -15% | -10% | -23% | 26µM* | ? |
| CCCCC(=O)Nc1nnc(SCC(=O)N2CCN(c3ccccc3OC)CC2)s1 | -1% | 40 | 14% | i | 5% | 8% | 13% | 7% | 3% |
| CCOC(=O)Cc1csc(NC(=O)c2ccco2)n1 | -7% | -18 | 6% | i | 24% | -13% | -1% | -2% | -11% |
| CC(C)C(=O)N(Cc1cc(=O)[nH]c2ccccc12)c1ccccc1 | 23% | 28 | 2% | i | 1% | -5% | -2% | -2% | ? |
| CC1=C(C(=O)N(C(C)C)C(C)C)CC(CC(=O)NCc2cccc3ccccc23)C(=O)N1CCCN1CCCC1=O (stereo not given) | · | -24 | 9% | i | 10% | -20% | 0% | 11% | · |
| COc1ccc(N(CC(=O)O)S(=O)(=O)c2ccccc2[N+](=O)[O-])c(OC)c1 | 7% | 0 | -5% | i | · | -13% | -14% | -4% | -11% |
| Clc1ccc(CNC2CCCC2)cc1 | 2% | -5 | -2% | i | -24% | 1% | 11% | 2% | 6% |
| CCc1ccc(N2CC(C(=O)Nc3ccc(C)c(S(=O)(=O)N4CCOCC4)c3)CC2=O)cc1 (stereo not given) | 1% | -5 | -2% | i | -13% | 23µM* | -24% | 0% | 0% |
| COC(=O)Cn1c(=O)c(=O)n(CC(=O)OC)c2ccccc21 | -6% | 18 | -1% | i | 0% | 1% | 0% | 15% | -5% |
| CCn1c(SCC(=O)Nc2nnc(C)s2)nnc1C(C)NC(=O)c1ccccc1F (stereo not given) | -1% | 9 | 12% | i | -11% | 4% | 8% | 10% | -7% |
| CC(C)NS(=O)(=O)c1ccc(OCC(=O)NC2CCCCCC2)cc1 | 6% | 3 | -1% | ? | -7% | -30% | 2% | 4% | -4% |
| O=C(NCc1ccc(F)cc1)c1cc(S(=O)(=O)N2CCCCC2)ccc1N1CCOCC1 | 3% | 31 | -1% | i | · | -12% | 2% | 1% | -5% |
| Cc1ccc(S(=O)(=O)NC(=O)C2(C)CCN2C(=O)Cc2ccc(-c3ccccc3)cc2)nc1 (stereo not given) | · | 0 | 1% | i | 7% | 11% | 0% | 22% | · |
| CC(C)NC(=O)C(=O)NCCCN1CCOCC1 | -2% | -7 | 8% | i | -22%[11.3 µM] | 12% | 17% | -21% | -5% |
| O=C(O)CCCC(=O)OCCc1cc2ccccc2c(=O)o1 | -6% | 19 | 10% | i | 8% | -13% | 13% | 7% | 4% |

Pulled one by one from the list above (two):
| structure | MCF10A rerep | IL-1B inflam inh | HT1080NT lethal | ATXN viability | ATXN2 expr inh | KB-V1 cytotox | KB-3-1 tox | HT1080 IDH1KD tx | SW480 rereplic |
| --- | --- | --- | --- | --- | --- | --- | --- | --- | --- |
| CN1CCc2c(c3c(n2C)CCN(C)[C@@H]3c2cccnc2)[C@H]1c1cccnc1 | -1% | -2 | 3% | i | 6% | 3% | 3% | 9% | -7% |
| Clc1ccc(CNC2CCCC2)cc1 | 2% | -5 | -2% | i | -24% | 1% | 11% | 2% | 6% |

The listing continues.
| structure | MCF10A rerep | IL-1B inflam inh | HT1080NT lethal | ATXN viability | ATXN2 expr inh | KB-V1 cytotox | KB-3-1 tox | HT1080 IDH1KD tx | SW480 rereplic |
| --- | --- | --- | --- | --- | --- | --- | --- | --- | --- |
| CCOC(=O)c1ccc(S(=O)(=O)N2CCN(C(=O)c3cc(=O)c4ccccc4o3)CC2)cc1 | -10% | -116* | 1% | i | -15% | -26% | 1% | 0% | -25% |
| NS(=O)(=O)c1ccc(NC(=O)CSc2n[nH]c(=O)n2C2CC2)cc1 | -8% | 0 | 14% | i | -3% | ? | 20% | 3% | -7% |
| COc1cc(/C=C2/C(=N)N3C=CSC3=NC2=O)ccc1OCCCOc1ccccc1C | -3% | 8 | -11% | i | -22% | 2% | 0% | ? | 3% |
| CCOC(=O)c1ccc(N2C(=O)CC(N3CC(C)OC(C)C3)C2=O)cc1 (stereo not given) | -7% | 9 | -1% | i | 6% | -8% | -4% | 4% | 0% |
| CCOC(=O)c1c(N)nn(C(=O)C(C)C)c1-c1ccccc1 | 9% | -8 | -4% | i | -13% | ? | 14% | -28% | -36%[inhibitor] |
| Cn1c(NC(=O)c2ccco2)c(-c2ccccc2)c(=O)c2ccccc21 | 0% | 8 | -1% | i | -3% | 3% | 15% | -6% | -15% |
| CC(C)Cc1ccccc1S(N)(=O)=O | 4% | 14 | 13% | i | 1% | -4% | 8% | 11% | -8% |
| CC(OC(=O)CCc1nc2ccccc2c(=O)[nH]1)C(=O)Nc1ncc(Cl)cc1Cl (stereo not given) | -7% | -77* | 1% | i | 14% | 2% | 6% | -1% | -7% |
| O=C(/C=C/c1ccccc1)Nc1cccc(S(=O)(=O)Nc2ccccc2F)c1 | ? | -54* | 2% | i | 1% | 9.2µM*! | -26%&18%&-20% | -13% | 11% |
| Cc1ccc(S(=O)(=O)N2CCN(C(=O)CSc3nc4ccccc4o3)C2)cc1 | 2% | 37 | 0% | ? | -3% | -22% | -7% | -2% | -4% |
| CCn1c(SC(C)C(=O)NC2CCCC2)nc2cc(S(N)(=O)=O)ccc21 (stereo not given) | 6% | -1 | -1% | i | 2% | 0% | 6% | 0% | 13% |
| COc1ccc(C(=O)NCC(=O)N=Nc2c(O)n(C)c3ccccc23)cc1OC | 6% | ? | 2% | i | -10% | 3% | -2% | 1% | -7% |
| COc1ccc(C(NC(=O)c2c(F)c(F)c(F)c(F)c2F)c2ccccc2)cc1 (stereo not given) | 6.5µM* | -121* | ? | ? | ? | -34% | ? | ? | ? |
| CCOc1ccc(NC(=O)C2CCCN(C(=O)Nc3ccccc3)C2)cc1 (stereo not given) | 4% | -6 | 6% | i | -3% | 15µM* | 1% | -4% | 0% |
| C[C@@H]1CN([C@H](C)CO)C(=O)c2cc(C#CC3CC3)cnc2O[C@H]1CN(C)S(C)(=O)=O | · | 12 | 2% | i | -11% | ? | 2% | 8% | · |
| Cc1ccc(S(=O)(=O)NC(=O)Nc2cc(C)on2)cc1 | 11% | 19 | -3% | i | 6% | ? | 2% | 1% | 16% |
| CC(C(=O)N1CCOCC1)N1c2cccc3cccc(c23)S1(=O)=O (stereo not given) | 21% | 25 | 5% | i | -3% | 7% | 10% | 0% | 0% |
| Cc1c(C(=O)Nc2ccccc2[N+](=O)[O-])csc1-c1ccccc1 | 11% | -27 | -28% | i | 124%[activator] | ? | -21% | -21% | 7% |
| c1ccc2cc(C3OCC4(CCCC4)CO3)ccc2c1 | · | -8 | -3% | i | · | -4% | 15% | 0% | · |
| O=C(Nc1ccccc1C(=O)N1CCN(c2ccccc2)CC1)c1ccco1 | 9% | 4 | 0% | i | 1% | 2% | 2% | 2% | 6% |
| CN1CCN(CC(=O)Nc2nnc(-c3cccs3)s2)CC1 | 6% | 3 | 0% | i | 4% | -11% | -13% | -1% | -3% |
